# From PubChem BioAssay
# ssDAF12 agonist: S. stercoralis DAF-12 nuclear receptor activators, primary screen, cell-based, luminescence, HEK293, GRIP1 co-expression, lit1-tk-luc | Nuclear hormone receptor DAF-12 (Strongyloides stercoralis) | HEK293 ssDAF-12/GRIP1 lit1-tk-luc reporter; % of 3 µM dafachronic acid response | activation, % at 6.8 µM | 1% of 370,000 active;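 active = activation above the mean over all tested compounds plus 3 SD, cut at about 0.9% in these data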;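 also: 0% = DMSO-only wells and 100% = 3 µM delta7-dafachronic acid wells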
# GC-A act: GC-A stimulated cGMP production enhancers – HEK293 GC-A cells, cGMP TR-FRET, EC30 ANP, primary screen; 0% at EC30 ANP, 100% saturating ANP; activation, % at 10 µM; 0.14% of 370,000 active; in the data active = activation above about 40%
# Target sequence (P16066 whole entry, looked up): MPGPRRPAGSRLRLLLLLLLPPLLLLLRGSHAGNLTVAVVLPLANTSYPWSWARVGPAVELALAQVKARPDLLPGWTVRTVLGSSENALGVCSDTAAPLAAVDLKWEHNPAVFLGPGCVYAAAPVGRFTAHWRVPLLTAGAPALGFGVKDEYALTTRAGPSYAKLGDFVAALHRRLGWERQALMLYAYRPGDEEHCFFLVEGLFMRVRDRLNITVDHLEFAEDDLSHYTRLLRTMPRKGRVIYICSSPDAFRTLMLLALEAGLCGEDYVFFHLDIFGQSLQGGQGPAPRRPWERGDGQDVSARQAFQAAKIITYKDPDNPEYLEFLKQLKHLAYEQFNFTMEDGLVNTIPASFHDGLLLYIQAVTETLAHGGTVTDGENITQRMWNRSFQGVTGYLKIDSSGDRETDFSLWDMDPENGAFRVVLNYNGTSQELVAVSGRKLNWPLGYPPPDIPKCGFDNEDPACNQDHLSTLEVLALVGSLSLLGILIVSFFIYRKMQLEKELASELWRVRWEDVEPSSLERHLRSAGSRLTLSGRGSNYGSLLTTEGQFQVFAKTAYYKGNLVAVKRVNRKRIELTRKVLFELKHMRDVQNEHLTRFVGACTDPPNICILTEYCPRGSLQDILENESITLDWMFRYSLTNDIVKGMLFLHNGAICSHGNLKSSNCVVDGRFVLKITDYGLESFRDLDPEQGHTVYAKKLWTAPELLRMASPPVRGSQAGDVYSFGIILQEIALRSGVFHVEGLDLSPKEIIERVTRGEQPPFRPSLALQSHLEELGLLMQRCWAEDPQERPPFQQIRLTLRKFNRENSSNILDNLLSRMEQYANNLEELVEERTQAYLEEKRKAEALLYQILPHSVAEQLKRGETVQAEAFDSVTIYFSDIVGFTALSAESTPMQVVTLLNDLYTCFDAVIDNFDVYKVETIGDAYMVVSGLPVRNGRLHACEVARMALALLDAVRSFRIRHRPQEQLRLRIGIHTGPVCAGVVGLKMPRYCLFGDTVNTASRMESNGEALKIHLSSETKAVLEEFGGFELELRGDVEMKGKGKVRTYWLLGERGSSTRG
# FXN GAA850 act: FXN promoter activators, primary screen, cell-based, luciferase luminescence, HEK293 lucGAA850; AID 540364, 2011; 0.56% of 360,000 active; HEK293 lucGAA850 FXN promoter luciferase reporter, 24 h; percent of 10 µM SAHA response; activation, % at 6 µM;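 active = activation above the average of all compounds screened plus 3 SD, cutoff fixed separately per campaign, cut at about 7.5% in these data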;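 also: 0% = DMSO wells and 100% = 10 µM SAHA wells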
# hgDAF12 agonist: H. glycines DAF-12 receptor agonists, primary screen, cell-based, luminescence, HEK293, GAL4 fusion, UAS-luciferase; 1.8% of 370,000 active; Nuclear hormone receptor DAF-12 (Heterodera glycines), GAL4 fusion; AID 687014, 2013; activation, % at 6.8 µM; HEK293 GAL4-hgDAF12 UAS-luciferase reporter, agonist luminescence; normalized to butyrate control;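 active = activation above a cutoff set at the mean of all screened compounds plus 3 SD, cut at about 10% in these data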;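 also: 0% = DMSO wells and 100% = sodium butyrate wells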
# ADAM17 inh: ADAM17 inhibitors, primary screen, biochemical, QFRET. Disintegrin and metalloproteinase domain-containing protein 17 (Homo sapiens), P78536. recombinant ADAM17, EDANS/DABCYL FRET peptide cleavage. inhibition, % at 6.95 µM. 0.83% of 370,000 active. AID 720648, 2013;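 active = inhibition above the mean of compounds lying between control limits plus 3 SD, set per campaign, cut at about 8.5% in these data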;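 also: 0% = DMSO-only wells as the low control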
# hcDAF-12 act: H. contortus DAF-12 nuclear receptor activators, primary screen, cell-based, luminescence, HEK293, lit1-tk-luc reporter; AID 652067, 2013; activation, % at 6.8 µM; 1.4% of 370,000 active; HEK293 hcDAF-12 lit1-tk-luc reporter; 0% DMSO, 100% Δ7-dafachronic acid;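 active = activation above the mean of all tested compounds plus 3 SD, cut at about 5.5% in these data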;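 also: 100% = response to 3 µM Δ7-dafachronic acid high control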
# ADAM10 inh: human ADAM10 inhibitors, primary screen, biochemical, QFRET, HTS; recombinant ADAM10, EDANS/DABCYL FRET peptide cleavage, 3 h; 0.62% of 370,000 active; AID 720582, 2013; Disintegrin and metalloproteinase domain-containing protein 10 (Homo sapiens), O14672; inhibition, % at 7 µM;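 active = inhibition above a per-campaign cutoff equal to the mean of compounds falling between control-based bounds plus 3 SD, cut at about 20% in these data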;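 also: 0% = DMSO wells while the 100% control is not disclosed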
# SMARCA2 activ: SMARCA2 (BRM) function activators, primary screen, cell-based, luminescence, high throughput; MG213 cells, MMTV-luciferase reporter, dexamethasone, overnight; activation, % at 9.1 µM; 1% of 370,000 active; AID 652017, 2013; in the data active = activation above about 7.8%;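 also: 0% = vehicle wells and 100% = reference activator wells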
# DAX1 inh-1: DAX1 (NR0B1) inhibitors, primary screen, cell-based, HEK293, Gal4-DAX1, luciferase luminescence. Nuclear receptor subfamily 0 group B member 1 (Homo sapiens), P51843. HEK293 Gal4-DAX1 luciferase reporter. inhibition, % at 6.75 µM. 0.99% of 340,000 active. AID 504766, 2011;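 active = inhibition above the mean over all tested compounds plus 3 SD, cut at about 4.2% in these data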;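 also: 0% = DAX1-transfected cells with DMSO and 100% = empty-vector control cells with DMSO; inhibition shows as a rise in luminescence from relieved DAX1 repression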
# PG9 binder: binders of HIV-1 gp120 antibody PG9, primary screen, biochemical, TR-FRET | HIV-1 gp120 / PG9 antibody interaction | TR-FRET gp120-PG9 antibody binding | inhibition, % at 6.7 µM | 0.43% of 360,000 active | AID 624416, 2012; in the data active = inhibition above about 8.5%
# DAX1 inh-2: DAX1 (NR0B1) inhibitors on StAR promoter, primary screen, cell-based, luminescence, SF-1 (NR5A1), full-length DAX-1 | AID 652010, 2013 | inhibition, % at 6.8 µM | 1.1% of 370,000 active | HEK293T StAR-luciferase reporter, SF-1/DAX-1 repression relief;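 active = inhibition above the mean over all tested compounds plus 3 SD, cut at about 3.6% in these data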;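 also: 0% = DAX-1 cells with DMSO and 100% = cells lacking DAX-1 with DMSO; higher inhibition means more luminescence from relief of DAX-1 repression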
# An asterisk follows results filed as active; i = inactive; . = not tested or not shown; & = joins results of further samples.
canonical_smiles	ssDAF12 agonist	GC-A act	FXN GAA850 act	hgDAF12 agonist	ADAM17 inh	hcDAF-12 act	ADAM10 inh	SMARCA2 activ	DAX1 inh-1	PG9 binder	DAX1 inh-2
CCc1nc2nc(C)c(NS(=O)(=O)c3ccc4c(c3)CCCC4)c(=O)n2[nH]1	-1.6	3	2.1	1.6	1	1.6	-5	-1	-1.4	-1.5	0.1
CC1(C)OC(=O)C2=C(C[C@@H](C3CCCCC3)O[C@H]2c2ccccc2)O1	-1.4	-9	.	-0.2	-3	-0.4	-4	-1	.	-0.5	-1.8
Cn1c(SCc2ccc(Br)cc2)nc2ccccc2c1=O	-1.2	-19	0.1	-0.9	1	-2.9	18	1	-2.9	0.0	0.2
O=C(Nc1ccc(Oc2ccccc2)nc1)C1CCN(Cc2ccco2)CC1	-1.1	1	0.8	0.4	-4	-1.4	-7	-3	-1.4	-1.4	-1.2
C=CCn1c(=S)[nH]c2cc(C(=O)NCCc3ccc(S(N)(=O)=O)cc3)ccc2c1=O	-0.6	-3	-1.7	-0.2	-2	-0.6	-12	6	0.4	-1.2	-1.9
CCC(C)c1ccccc1NC(=O)COC(=O)CCc1cc(OC)c(OC)c(OC)c1 (configuration not stated)	-1.0	0	0.8	1.5	1	-2.2	3	-4	0.4	0.8	0.2
Cn1ncc(=S)[nH]c1=S	-0.1	4	-1.1	0.7	-1	1.3	4	-2	-0.2	-1.6	-0.4
CCOc1cccc(C(=O)Nc2ccc(N3CCN(S(C)(=O)=O)CC3)cc2)c1	-0.9	0	-1.0	3.6	-5	0.2	0	-1	0.3	0.0	-0.8
COc1ccc(C2(CNC(=O)c3cccc([N+](=O)[O-])c3)CCCCC2)cc1OC	-2.2	-5	-1.6	-0.3	1	-1.9	9	5	-2.3	-0.8	-0.9
CC1=C(C(=O)OCCNC(=O)c2cccnc2)C(c2cccc([N+](=O)[O-])c2)C(C(=O)OCCN(C)C)=C(C)N1 (configuration not stated)	-1.9	3	1.9	-0.8	-4	-1.1	-10	-4	-1.3	-0.2	-0.1
CC(=O)C1=C(O)C(=O)N(CCc2c[nH]c3ccccc23)C1c1ccc(C)cc1 (configuration not stated)	-1.1	1	0.7	0.5	-1	-0.3	-1	0	1.5	-0.1	-0.2
CCN(CC)C(=O)Cn1cc(C(=O)C(=O)NCCc2ccc(S(N)(=O)=O)cc2)c2ccccc21	-0.3	-3	-0.5	-1.6	2	1.4	2	2	-1.0	-2.3	-0.4
Cc1nc2ccc(NC(=O)c3c(-c4ccccc4)noc3C)cc2s1	-1.4	1	-0.1	0.6	-3	-1.0	-1	-1	1.4	-0.7	-1.1
CCC1=NN(C(=O)c2ccc(Br)cc2)C(O)(c2ccccc2)C1 (configuration not stated)	-0.9	-4	1.4	2.0	0	-1.0	5	2	-0.3	-1.1	-0.1
CCN(C1CCCCC1)S(=O)(=O)c1cc(C)ccc1OC	-1.6	-4	0.4	-2.0	-1	-1.6	0	4	-1.1	-1.0	-0.5

# Further results.
canonical_smiles	ssDAF12 agonist	GC-A act	FXN GAA850 act	hgDAF12 agonist	ADAM17 inh	hcDAF-12 act	ADAM10 inh	SMARCA2 activ	DAX1 inh-1	PG9 binder	DAX1 inh-2
C/C(N)=C(/C#N)C(=O)COC(=O)c1ccccc1C(=O)c1ccc(C)cc1	-1.5	6	0.7	-2.1	-4	-0.6	3	1	-1.4	-1.1	1.1
N#C/C(=C/c1ccc(Sc2nc3ccccc3[nH]2)o1)c1ccccc1F	-2.1	-11	1.3	-5.3	1	-3.9	1	-5	-2.1	-1.9	-2.4
C=C(C)Cn1c(SCC(=O)O)nnc1-c1ccc(OC)cc1	-1.6	1	-3.8	-0.6	1	-0.4	11	1	0.3	-1.9	0.3
Cc1cccc(C)c1Nc1ncnc2ccccc12	0.6	-3	0.2	1.2	4	2.1	-8	-2	2.5	-0.2	0.3
Cc1nc2sc(C(c3cccs3)N3CCN(C(=O)c4ccco4)CC3)c(O)n2n1 (configuration not stated)	-0.1	-1	-0.9	-3.6	-1	-1.0	-2	4	0.5	2.0	0.3
N#CC1=C(N)Oc2cc3ccccc3cc2C1c1cccnc1 (configuration not stated)	-1.5	-8	-2.8	1.6	-6	-2.8	-11	-2	-2.7	-0.8	-2.7
O=C(c1ccc2c(c1)C(=O)N(Cc1ccco1)C2O)N1CCOCC1 (configuration not stated)	0.1	3	-0.3	0.3	-3	-0.2	-18	-2	0.0	-2.1	0.2
COc1cccc(CNC(=O)CCCC(=O)Nc2cccc([N+](=O)[O-])c2)c1	-1.9	-4	-1.0	2.8	-1	-2.6	6	1	-1.1	1.7	0.1
COc1ccc2c(C(F)(F)F)cc(=O)oc2c1C	-0.7	0	-1.1	-2.0	9.8*	0.8	13	-4	0.7	1.1	0.2
CC(C)Oc1cccc(C(=O)NC(=S)Nc2ccccc2)c1	-0.4	4	1.6	12*	5	2.4	9	2	3.3	-1.8	1.8
COC(=O)CSc1nc(C2CC2)nc2ccccc12	-1.0	0	1.4	1.7	-1	0.4	-2	4	0.3	-1.5	0.2
COC(=O)CNC(=O)C12CC3(C)CC(C)(CC(C)(C3)C1)C2	-1.2	-2	-0.1	-2.3	0	-1.1	10	0	1.7	0.4	-0.2
Cc1cccc(CCNS(=O)(=O)c2cnc[nH]2)c1	-1.0	-2	0.4	1.1	-8	-1.3	2	-9	-0.1	2.6	1.0
CC(=O)Nc1ccc2c(c1)CCCN2C(=O)c1ccccc1	-1.0	-1	-1.6	0.3	-6	-1.8	-1	0	-0.1	-0.4	-0.5
CCC(C)[C@@H](NC(=O)OC(C)(C)C)c1nnc(S(=O)(=O)Cc2cccc(C)c2)o1 (some centres not stated)	-1.1	-6	4.0	-4.9	0	-0.6	4	-1	-1.6	-2.1	0.4

# The list continues:
canonical_smiles	ssDAF12 agonist	GC-A act	FXN GAA850 act	hgDAF12 agonist	ADAM17 inh	hcDAF-12 act	ADAM10 inh	SMARCA2 activ	DAX1 inh-1	PG9 binder	DAX1 inh-2
C#CCOc1ccc2c3c(c(=O)oc2c1)CCCC3	-1.3	0	0.2	2.6	-75	-1.7	-188	0	-0.4	-1.7	-0.9
CNC(=S)N/N=C/c1ccc(N(C)C)cc1	-0.1	-2	3.9	11*	-233	2.8	i	3	3.4	-11	1.2
Cc1c(NC(=O)c2ccc(S(=O)(=O)N(C)C)cc2)cccc1-n1cnnn1	-0.9	6	0.9	0.9	-3	0.0	-11	-3	-0.2	0.7	-1.5
CCOC(=O)c1ccccc1NC(=O)CSc1nc2ccccc2n1CC(=O)N1CCCC1	-1.1	1	1.6	0.9	-6	-1.1	-7	0	-0.6	-0.8	-0.5
Cc1ccc2c(c1)OC(c1ccc3c(c1)OCCO3)CC2=O (configuration not stated)	-0.1	4	5.8	6.1	-4	1.0	-3	1	1.7	2.7	1.3
Cc1cc(C)cc(Nc2nc3ccc(C)cc3n3cnnc23)c1	-1.3	-7	2.0	-0.1	-6	-2.2	-6	-1	1.4	-0.5	-0.5
CCOC(=O)c1cccc(NC(=O)COC)c1	-1.0	3	-2.3	-0.4	-7	0.1	2	-1	0.5	0.1	-0.7
CN(Cc1ccccc1)S(=O)(=O)c1cccc(C(=O)OCc2ccccc2Cl)c1	-0.8	-1	.	-1.1	3	1.8	9	0	.	.	0.9
CCCS(=O)(=O)c1ccc(COC(=O)c2cccc(NC(=O)C(C)C)c2)cc1	-1.7	1	1.4	-0.3	-1	-2.0	-2	-3	-1.8	0.9	-1.0
COc1cccc(C2c3[nH]c4ccccc4c3CCN2Cc2cnc(C)s2)c1OC (configuration not stated)	1.1*	-15	-4.6	0.4	-7	3.2	-13	-1	-0.4	-2.9	-0.1
CC1(C(=O)OCC(=O)NC(=O)c2ccccc2)CC1(Cl)Cl (configuration not stated)	-0.1	4	-0.3	-0.5	-7	-0.6	1	-2	0.7	-1.1	1.1
Cc1c(N/N=C(\C#N)C(=O)c2ccc(Cl)cc2)c(=O)n(-c2ccccc2)n1C	-1.0	-1	0.6	-8.8	4	-3.2	7	-2	-1.5	0.6	-1.5
CC(C)(C)c1ccc(S(=O)(=O)N(CCCN2CCOCC2)Cc2cccs2)cc1	-1.5&-1.8	-7&4	0.0&0.4	-0.8&-1.9	-1&-5	-1.9&3.5	1&-4	-4&-2	-1.1	1.4&-2.1	-0.1&-0.3
COc1ccc(C(=O)Nc2ccc(CN3CCOCC3)cc2)cc1	-0.1	-3	1.3	3.5	-4	1.4	-4	0	1.1	1.2	0.0
O=C(COc1ccc(Cl)cc1Cl)NC(=O)N1CCOCC1	0.2	-4	1.9	4.6	-6	0.6	4	6	1.8	1.6	0.0

# Next section:
canonical_smiles	ssDAF12 agonist	GC-A act	FXN GAA850 act	hgDAF12 agonist	ADAM17 inh	hcDAF-12 act	ADAM10 inh	SMARCA2 activ	DAX1 inh-1	PG9 binder	DAX1 inh-2
Cc1onc(-c2ccccc2)c1NC(=O)Nc1c(-c2ccccc2)noc1C	-1.4	-2	0.3	-3.7	-1	-1.6	1	0	0.2	-0.7	-0.5
Cc1ccc(Cl)cc1NC(=O)C1CCCN(S(C)(=O)=O)C1 (configuration not stated)	-1.1	4	0.7	-0.5	3	2.2	4	-3	-0.4	-0.5	-0.1
CC(=O)Oc1ccc2oc3c(c2c1)C(=O)CCC3	-1.5	2	1.4	3.7	0	-2.3	-3	0	0.3	-1.4	0.7
O=C(NCc1ccc2c(c1)OCO2)C1CCCN1C(=O)Nc1ccccc1 (configuration not stated)	-1.9	0	0.1	0.9	-5	-2.1	-9	-4	0.4	0.0	-0.3
CCOC(=O)CCCNC(=O)CCNC(=O)c1ccc(OCC(C)C)cc1	-1.5	2	0.1	0.0	1	-0.5	4	0	1.1	1.5	0.0
O=C(C(O)c1ccccc1)N1CCN(S(=O)(=O)c2ccc(C(F)(F)F)cc2)CC1 (configuration not stated)	-0.3	3	.	-0.9	-5	-0.8	-9	-4	.	0.7	-0.4
Cn1cccc1CC(=O)N/N=C/c1cc([N+](=O)[O-])ccc1Cl	-1.1	-1	1.8	0.6	0	0.0	8	-1	0.7	-2.7	-0.2
COc1ccc(N2C(=O)C(CC(=O)Nc3ccccc3)N(CCc3ccc(OC)c(OC)c3)C2=O)cc1 (configuration not stated)	-2.1	-2	-0.1	-1.2	0	-0.4	14	7	-0.5	-2.2	-0.4
CC(OC(=O)c1ccc2c(c1)OCO2)C(=O)NC1CCCCC1C (configuration not stated)	-1.0	0	1.1	-0.9	2	-0.8	-6	-3	-1.4	0.1	-3.0
